High-throughput results (PubChem BioAssay)
OX1R antag-1: OX1R (HCRTR1) antagonists, primary screen, fluorescence, CHO/OX1R cells, Fluo-8 calcium, orexin A; inhibition, % at 5 µM; AID 434989, 2010; Orexin/Hypocretin receptor type 1 (Homo sapiens), O43613; 330,000 tested, 0.43% active; Fluo-8 calcium fluorescence;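 active = inhibition above its plate's threshold, mean inhibition of all tested compounds on the plate plus 3 SD, cut at about 37% in these data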;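 note: 0% = orexin A challenge wells and 100% = SB-334867-A antagonist wells; not every result past the cut was called active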
Target sequence (O43613 whole entry, looked up): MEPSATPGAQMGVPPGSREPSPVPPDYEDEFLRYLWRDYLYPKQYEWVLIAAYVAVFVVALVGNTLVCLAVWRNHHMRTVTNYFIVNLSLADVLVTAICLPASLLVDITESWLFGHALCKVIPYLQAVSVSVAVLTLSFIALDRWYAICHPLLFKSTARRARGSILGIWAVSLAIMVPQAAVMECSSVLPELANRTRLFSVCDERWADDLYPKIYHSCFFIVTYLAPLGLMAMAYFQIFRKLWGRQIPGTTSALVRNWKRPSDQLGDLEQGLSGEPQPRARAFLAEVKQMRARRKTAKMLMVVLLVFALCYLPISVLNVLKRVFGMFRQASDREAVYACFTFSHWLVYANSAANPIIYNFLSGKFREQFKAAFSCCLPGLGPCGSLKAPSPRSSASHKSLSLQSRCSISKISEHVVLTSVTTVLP
STK33 kinase inh: inhibitors of purified STK33 kinase, primary screen, biochemical, ADP-Glo luminescence, homogeneous, cell-free | inhibition, % at 10 µM | 320,000 tested, 0.073% active | MBP phosphorylation | Serine/threonine-protein kinase 33 (Homo sapiens), Q9BYT3 | AID 2661, 2010;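 active = inhibition at or above 25%, using the most active replicate where run in duplicate; inactive = inhibition below 25%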
Target sequence (Q9BYT3 whole entry, looked up): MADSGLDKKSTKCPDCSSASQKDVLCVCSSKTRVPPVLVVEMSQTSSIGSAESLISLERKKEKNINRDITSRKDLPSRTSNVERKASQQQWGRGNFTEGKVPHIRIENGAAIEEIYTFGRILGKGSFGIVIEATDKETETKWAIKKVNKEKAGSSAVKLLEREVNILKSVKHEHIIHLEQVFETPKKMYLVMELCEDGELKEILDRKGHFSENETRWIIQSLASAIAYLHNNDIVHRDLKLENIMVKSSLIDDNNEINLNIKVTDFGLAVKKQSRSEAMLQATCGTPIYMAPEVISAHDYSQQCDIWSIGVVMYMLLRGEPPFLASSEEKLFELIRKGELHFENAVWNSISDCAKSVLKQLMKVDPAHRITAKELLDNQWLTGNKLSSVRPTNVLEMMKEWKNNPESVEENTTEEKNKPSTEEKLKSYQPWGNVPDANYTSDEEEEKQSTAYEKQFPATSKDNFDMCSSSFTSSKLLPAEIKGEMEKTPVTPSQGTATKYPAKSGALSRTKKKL
OX1R antag-2: antagonists of human orexin 1 receptor (OX1R); Orexin/Hypocretin receptor type 1 (Homo sapiens), O43613; OX1R-expressing cells, FRET antagonist read-out; inhibition, % at 6.6 µM; 330,000 tested, 1.8% active; AID 485270, 2010; in the data active = inhibition mostly above about 38%, no sharp cut-off; inactive = mostly below about 40%;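 note: 0% = agonist challenge alone and 100% = reference antagonist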
* hit, by the source's call; / = no result given.

| no. | OX1R antag-1 | STK33 kinase inh | OX1R antag-2 | smiles |
| --- | --- | --- | --- | --- |
| 1 | 0 | -1.0 | 64 | Cc1ccc(NC(=O)[C@@H]2CCCN2S(=O)(=O)c2ccccc2C(F)(F)F)cc1S(=O)(=O)N1CCOCC1 |
| 2 | -10 | -0.9 | 7 | CC1(C)NC(=O)N(CC(=O)Nc2nc(-c3ccc(F)cc3)cs2)C1=O |
| 3 | -13 | 0.0 | 30 | Fc1ccc(Sc2ccccc2CNC2=NCCN2)cc1 |
| 4 | -10 | -0.3 | 6 | CCO[C@@H]1OC(C(=O)N2CCN(C)CC2)=C[C@H](c2coc3ccccc3c2=O)[C@H]1CCCO |
| 5 | -24 | 0.8 | 26 | O=C(COc1cccc(F)c1)N1c2ccccc2Sc2ccccc21 |
| 6 | -21 | -0.3 | 20 | COC(=O)C(CC(C)C)NC(=O)C(N)Cc1ccccc1 (stereo not drawn) |
| 7 | -22 | -3.0 | 3 | CCOC(=O)Cc1csc(NC(=O)COC(=O)/C=C/c2ccc(OC)cc2)n1 |
| 8 | -10 | -1.6 | 6 | Cc1cc(-c2nnc(SCc3cccnc3)o2)no1 |
| 9 | -23 | -1.0 | 5 | COc1ccccc1CNC(=O)c1cc(S(=O)(=O)N2CCCC2)cn1C |
| 10 | -22 | -2.4 | 10 | O=c1c(Cl)nc2cc(Cl)ccc2n1CCNc1ncc(C(F)(F)F)cc1Cl |
| 11 | -42 | -2.6 | 15 | Cc1nnc(NC(=O)c2ccccc2Oc2ccccc2)s1 |
| 12 | -12 | -1.4 | 11 | Cc1cccc(C)c1NC(=S)Nc1ccccc1C(=O)NCc1ccco1 |
| 13 | -20 | -1.9 | 26 | Cc1ccc2oc(=O)c3cc(C(=O)NCCCN4CCCC(C)C4)sc3c2c1 (stereo not drawn) |
| 14 | 4 | -2.9 | 12 | O=C(NCc1cccnc1)c1ccc(Cn2cc(C(F)(F)F)ccc2=O)cc1 |
| 15 | -29 | 0.6 | 34 | O=C(/C=C/c1ccc(Cl)cc1Cl)NCCN1CCOCC1 |
| 16 | -50 | -0.8 | 13 | CCCn1c(C)nc2cc(Cl)c(N3CCN(c4nc(-c5ccc(C)cc5)cs4)CC3)cc21 |

Exported with two lines to a compound: entries from further up
Each structure is followed by: OX1R antag-1 | STK33 kinase inh | OX1R antag-2
[3] Fc1ccc(Sc2ccccc2CNC2=NCCN2)cc1
    -13 | 0.0 | 30
[4] CCO[C@@H]1OC(C(=O)N2CCN(C)CC2)=C[C@H](c2coc3ccccc3c2=O)[C@H]1CCCO
    -10 | -0.3 | 6

(list continues)
| no. | OX1R antag-1 | STK33 kinase inh | OX1R antag-2 | smiles |
| --- | --- | --- | --- | --- |
| 17 | -36 | 0.5 | -28 | Cc1cccc(-c2noc(CN(C)C(=O)c3ccoc3C)n2)c1 |
| 18 | -10 | -1.3 | 7 | Cc1ccc(S(=O)(=O)N2CCOCC2)cc1NC(=O)COC(=O)c1cc[n+]([O-])cc1 |
| 19 | -30 | -1.8 | 3 | Cc1ccc(CCNC(=O)C23C[C@H]4C[C@@H](C2)CC(n2nnc(C)n2)(C4)C3)cc1 |
| 20 | 4 | 1.4 | 24 | COc1ccc(C2=NN(C(=O)c3ccncc3)C(c3ccccc3O)C2)cc1 (stereo not drawn) |
| 21 | 1 | -1.0 | 22 | O=C(CSc1nnc2ccc(-c3ccccn3)nn12)Nc1ccc(F)cc1F |
| 22 | -7 | -2.4 | 4 | Cc1ccc(S(=O)(=O)NCCCCCC(=O)Nc2c(C)n(C)n(-c3ccccc3)c2=O)cc1 |
| 23 | -18 | -2.0 | 8 | O=C(NCCc1ccc(Cl)cc1)C1CCN(c2ncccn2)CC1 |
| 24 | -9 | 1.0 | 7 | COCc1c(C(=O)N2CCN(Cc3nc4ccccc4s3)CC2)oc2ccccc12 |

Reformatted as labelled records: part of the list above.
21	O=C(CSc1nnc2ccc(-c3ccccn3)nn12)Nc1ccc(F)cc1F
  OX1R antag-1: 1; STK33 kinase inh: -1.0; OX1R antag-2: 22
22	Cc1ccc(S(=O)(=O)NCCCCCC(=O)Nc2c(C)n(C)n(-c3ccccc3)c2=O)cc1
  OX1R antag-1: -7; STK33 kinase inh: -2.4; OX1R antag-2: 4
23	O=C(NCCc1ccc(Cl)cc1)C1CCN(c2ncccn2)CC1
  OX1R antag-1: -18; STK33 kinase inh: -2.0; OX1R antag-2: 8
24	COCc1c(C(=O)N2CCN(Cc3nc4ccccc4s3)CC2)oc2ccccc12
  OX1R antag-1: -9; STK33 kinase inh: 1.0; OX1R antag-2: 7

(more compounds)
| no. | OX1R antag-1 | STK33 kinase inh | OX1R antag-2 | smiles |
| --- | --- | --- | --- | --- |
| 25 | -7 | -5.0 | 1 | COc1cc(C2(c3ccc(O)c(OC)c3)C(=O)N(C)c3ccc(C)cc32)ccc1O |
| 26 | 1 | -0.8 | 13 | CC(C)n1ncc2c(C(=O)O)cc(C3CC3)nc21 |
| 27 | -21 | 1.3 | 5 | Cn1c(SCC(=O)Nc2cccnc2Cl)nnc1-c1ccco1 |
| 28 | -7 | 0.1 | 5 | Cc1ccc(S(=O)(=O)Nc2ccncc2)c(C)c1 |
| 29 | -18 | -0.7 | 16 | OCc1ccc(-c2ccccc2)c(-c2ccccc2)c1 |
| 30 | -20 | -1.1 | 0 | COc1ccc(N2CCN(CCNC(=O)Nc3cccc(C)c3C)CC2)cc1 |
| 31 | -11 | -1.4 | 30 | COc1ccc(C(=O)NCC2(c3ccccc3)CCOCC2)cc1 |
| 32 | 10 | 0.7 | 9 | CCOc1ccccc1NC(=O)c1cc(=O)[nH]c2ccc(S(=O)(=O)N3CCOCC3)cc12 |
| 33 | -13 | -1.3 | -7 | Cc1ccccc1OCC(=O)N/N=C/c1cccc2cccnc12 |
| 34 | -23 | 2.4 | 9 | CCCS(=O)(=O)c1nc(S(=O)(=O)c2ccc(C)cc2)c(N2CCN(CC)CC2)s1 |
| 35 | -7 | -3.2 | 8 | CN(C(=O)c1ccc2nc(N)sc2c1)c1ccccc1 |
| 36 | -6 | -0.2 | 15 | Cc1ccc(CC(CC(=O)NCCc2ccc3c(c2)OCO3)C(=O)O)cc1 (stereo not drawn) |
| 37 | -17 | -0.5 | 5 | Brc1ccc(-c2noc3c2-c2nc(-c4ccccc4)sc2CC3)cc1 |
| 38 | -32 | 0.8 | 17 | CCOCCCn1c(NN)nc2ccccc2c1=O |
| 39 | -12 | -1.6 | 18 | O=C(NC1CCCCC1)c1ccc(NS(=O)(=O)c2cccc3cccnc23)cc1 |
| 40 | -24 | -0.9 | -5 | Cc1ccc(C(=O)OC(C)CN2C(C)CCCC2C)cc1 (stereo not drawn) |
| 41 | -13 | 0.2 | 9 | Cc1sc2ncnc(NCCCn3ccnc3)c2c1C |
| 42 | -34 | -1.7 | 12 | O=C(COc1ccc2ccccc2c1)Nc1cccnc1Cl |
| 43 | -3 | -1.1 | 5 | CCCCN(C)CCNC(=O)CCNC(=O)Cn1ccc2ccccc2c1=O |
| 44 | -27 | -1.0 | 14 | CCOC(=O)c1cnc(-n2nc(C)cc2C)nc1NNc1nc(C)cc(C)n1 |
| 45 | -2 | 4.4 | 4 | COc1ccc(NCc2nnc(SCC(=O)Nc3ccccc3OC)o2)cc1 |
| 46 | -17 | -0.3 | 8 | CCOC(=S)SCC(=O)Nc1ncc(C)s1 |
| 47 | -19 | -1.3 | 31 | O=C(Nc1cccc(C(=O)N2CCCCC2)c1)c1ccccc1Br |
| 48 | -40 | -0.7 | 16 | CCCCOc1ccccc1C1C(C(=O)OC)=CN(CC)C=C1C(=O)OC |

2 entries drawn at random from those above:
| no. | OX1R antag-1 | STK33 kinase inh | OX1R antag-2 | smiles |
| --- | --- | --- | --- | --- |
| 44 | -27 | -1.0 | 14 | CCOC(=O)c1cnc(-n2nc(C)cc2C)nc1NNc1nc(C)cc(C)n1 |
| 41 | -13 | 0.2 | 9 | Cc1sc2ncnc(NCCCn3ccnc3)c2c1C |

New compounds follow:
| no. | OX1R antag-1 | STK33 kinase inh | OX1R antag-2 | smiles |
| --- | --- | --- | --- | --- |
| 49 | -19 | -0.4 | 12 | O=C(Nc1nnc(-c2ccc3c(c2)OCCO3)o1)C1CCCCC1 |
| 50 | -3 | 0.1 | -16 | CC(C)(Oc1ccc(CCNC(=O)c2ccc(-c3ccc(Cl)cc3)o2)cc1)C(=O)O |
| 51 | -33 | -0.1 | 34 | COC(=O)C1=C(C(=O)OC)[C@@H]2Nc3ccccc3[C@@]23C[C@@H](C(=O)OC)N(C(=O)NC2CCCCC2)C3=N1 |
| 52 | 1 | -0.9 | 8 | Nc1ccc2c(c1)C(=O)Cc1ccccc1S2 |
| 53 | 0 | -0.1 | 18 | COc1ccc(C(=O)CCC(=O)N2CCN(c3ccc(N4CCOCC4)nn3)CC2)cc1 |
| 54 | -2 | 5.6 | 22 | Cc1cc(-c2ccc(C)c(S(=O)(=O)NCCCN3CCCCCC3)c2)on1 |
| 55 | 7 | -0.3 | 10 | C=C(C)C(=O)N1CC2(CC(c3cccc(NC(=O)/C(C)=C\C)c3)=NO2)C[C@H]1C(N)=O (stereo partly drawn) |
| 56 | -11 | 0.2 | -1 | COc1cccc(C2=NOC(C(=O)NCC3CCCO3)C2)c1 (stereo not drawn) |
| 57 | -13 | -2.4 | 9 | O=c1[nH]c(SCc2ccc(Cl)cc2)nc2c1CCC2 |
| 58 | -21 | -1.2 | 2 | COc1ccc(C2CC(c3ccc4ccccc4c3OC(C)=O)=NN2C(C)=O)cc1 (stereo not drawn) |
| 59 | -10 | 0.4 | 2 | O=C1CSCC(=O)N1Cc1ccc(Cl)cc1Cl |
| 60 | -1 | -1.7 | 13 | CCSc1nnc(Cc2cc(=O)[nH]c(=O)[nH]2)n1-c1ccc(Cl)cc1 |
| 61 | 3 | 0.2 | 6 | O=C(N/N=C/c1ccc(O)c(O)c1)c1ccc(-n2cnnn2)cc1 |
| 62 | 4 | 1.0 | 14 | O=C(O)CCC1=C2c3ccccc3CCN2C(=O)CC1 |
| 63 | -12 | -1.5 | 9 | CCc1cc(CNC(=O)CCc2nnc(Cc3cccc(C)c3)o2)on1 |
| 64 | -35 | / | 13 | COc1ccccc1/C=C/CN1CCCC(CO)(CCc2ccccc2)C1 (stereo not drawn) |
| 65 | -19 | 1.3 | 25 | Cc1ccc(O)c(C(=O)CC(=O)c2cccc(F)c2)c1 |
| 66 | 2 | -0.4 | 9 | COc1ccc2sc(-c3ccc(N(C)C)cc3)c(-c3ccc4cc[nH]c4c3)c2c1 |
| 67 | 2 | -0.2 | 8 | CC(C)C[C@H](NC(=O)C1(c2ccccc2)CCN(C(=O)[C@H]2CSCN2C(=O)OC(C)(C)C)CC1)C(=O)O |
| 68 | 0 | -0.6 | 8 | CCn1c(CCCCc2n[nH]c(=S)n2CC)n[nH]c1=S |
| 69 | -5 | 2.1 | 21 | CCN(C(=O)COC(=O)c1ccc(Cl)c(N)c1)C1CCS(=O)(=O)C1 (stereo not drawn) |
| 70 | -31 | -0.2 | 9 | CCN(Cc1ccc(OC)c(COC)c1)CC1CCCN(CCc2cccc(OC)c2)C1 (stereo not drawn) |
| 71 | -12 | 0.0 | 14 | CN(c1ccccc1C(=O)N1CCCC1)S(C)(=O)=O |
| 72 | -16 | 0.0 | 13 | Cc1ccc(C2=[N+]([O-])C(C)(C)CC2)cc1 |
| 73 | 0 | -0.8 | 11 | CC(C)(C)OC(=O)N1CCC(CNC(=O)Nc2ccccc2)CC1 |
| 74 | -20 | -1.1 | 16 | COc1ccc(C(=S)N2CCCC2)cc1 |
| 75 | 3 | -1.2 | 1 | O=C(O)/C=C/C(=O)Nc1ccc(Oc2ncnc3cc(Cl)ccc23)nc1 |
| 76 | -23 | -0.3 | 20 | COc1ccc(/C=N/NC(=O)CSc2ccccc2)cc1OC |
| 77 | -15 | -0.1 | 8 | COc1cccc(Nc2nc(CC(C)=O)ns2)c1 |
| 78 | -13 | -2.4 | 5 | CCOc1ccc(S(=O)(=O)n2c(C)nc3ccccc32)cc1 |
| 79 | -26 | -1.5 | 34 | CN(CC(=O)Nc1ccccc1Cl)C(=O)CSc1ncc(C(F)(F)F)cc1Cl |
| 80 | -27 | 0.2 | 23 | CC(=O)Nc1c(-c2ccccc2)nc2cc(C)ccn12 |
| 81 | -9 | 0.6 | 3 | CCOC(=O)C1=C(C)NC(=O)NC1c1ccoc1 (stereo not drawn) |
| 82 | -11 | 1.8 | 7 | CCn1c(=O)c2cc(C(=O)NCCN(C)C)sc2c2ccccc21 |
| 83 | -10 | -1.7 | 13 | COc1ccc(C(=O)/C=C/Nc2ccc(S(=O)(=O)Nc3ncccn3)cc2)cc1 |
| 84 | -9 | -0.1 | 10 | CCOc1cccc(/C=N/NC(=S)Nc2cc(S(=O)(=O)N3CCOCC3)ccc2N2CCOCC2)c1O |
| 85 | -36 | -0.9 | 10 | CCOc1cc(C2C(C(=O)OC)=CN(C3CCCC3)C=C2C(=O)OC)cc(Br)c1O |
| 86 | 2 | -0.2 | 1 | Cc1csc(CNc2ncnc3ccc(-c4cccc(Cl)c4)cc23)c1 |
| 87 | -9 | 0.1 | 9 | Cc1c(/C=C2\NC(=O)NC2=O)c2ccccc2n1C |
| 88 | 2 | 1.1 | 34 | COC(=O)c1ccc(Cn2c(C)cc(C)[n+]2C)o1 |
| 89 | -6 | -0.6 | 56 | CNc1ccc(S(=O)(=O)NCC(=O)OCC(=O)Nc2cccc(Cl)c2Cl)cc1[N+](=O)[O-] |
| 90 | -20 | 0.7 | 2 | O=C(NCc1cccnc1)C(=O)Nc1nccs1 |
| 91 | -26 | -0.2 | 2 | COc1ccc(C(=O)C(C)Sc2nnc(C3CC3)n2C2CC2)cc1 (stereo not drawn) |
